H9c2 TAG inh: inhibitors of triacylglycerol accumulation, primary screen, cell-based, uHTS, fluorescence, H9c2. H9c2 cells, Nile Red lipid (TAG) fluorescence; cells loaded with 200 µM oleic acid. inhibition, % at 12.5 µM. 230,000 tested, 0.66% active. AID 651582, 2012;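 active means pattern-corrected inhibition of lipid staining of at least 50% with the nuclear-stain viability signal not falling by more than 50%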;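 further: 0% = DMSO wells and 100% = triacsin C control wells; some results filed as inactive read as strong as hits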
H9c2 TAG inh DAPI viability: further read-out of H9c2 TAG inh, marked with its call; DAPI nuclei signal change (viability), lower = more cytotoxic, %;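 whole-well DAPI fluorescence read on a plate reader as a viability signal; minus 50 percent equals half of cells still viable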
The depositor's hits bear a star; & = joins results of further samples. A portion of the library. The share of hits here may be higher or lower than overall.

compound | H9c2 TAG inh | H9c2 TAG inh DAPI viability
C[C@@H]1CN([C@H](C)CO)C(=O)c2c(c3ccccc3n2C)-c2ccccc2CO[C@H]1CN(C)C(=O)CCC(F)(F)F | 4 | -2
O=C(c1cc(=O)[nH]c2ccccc12)N1CCN(c2ccc([N+](=O)[O-])cc2)CC1 | -5 | -2
Cc1ccccc1C(=O)N1CCC(C(=O)N2CCCc3ccccc32)CC1 | 12 | 3
CCNC(=O)N1C[C@H]2CON(C)[C@H]2C[C@H]1c1ccccc1Br | 11 | -6
COC(c1ccccc1)(c1ccccc1)C(Oc1nccc(C)n1)C(=O)O (stereo not given) | -10 | 6
Cc1ccc(-c2ccc(OCC(=O)N3CCOCC3)cc2)cc1 | 7 | -4
Cc1cccc(NC(=O)c2ccccc2[N+](=O)[O-])n1 | -18 | 11
COc1ccc(C(=O)N2CCC2(C)C(=O)O)cc1C(F)(F)F (stereo not given) | 11 | -5
COc1ccc(C2NC(=O)C(C#N)=C(S)N2c2ccccc2)cc1OC (stereo not given) | -8 | 14
Cc1nc(CSc2nnc3scc(-c4ccccc4)n23)cs1 | 2 | -16
CN(Cc1ccccc1F)C(=O)CN1C(=O)NC2(CCc3ccccc32)C1=O (stereo not given) | 30 | -10
COCOc1cccc(CN2CCC(C)(Oc3cccc(OC)c3)C2)c1 (stereo not given) | -2 | -1
CC(OC(=O)c1ccc(C(C)(C)C)cc1)C(=O)NC1CCCCC1C (stereo not given) | 13 | -2
Cn1cc(-c2ccccc2C(N)=O)c(=O)c2ccccc21 | -10 | -8
COc1ccc(CNC(=O)c2ccc(NS(=O)(=O)c3c(C)noc3C)cc2)cc1 | 13 | -11
CC(NC(=O)c1cccc(S(=O)(=O)N2CCN(Cc3ccccc3)CC2)c1)c1ccccc1Cl (stereo not given) | -1 | -5
CC1C(=O)Nc2ccc(S(=O)(=O)N3CCN(c4ccccc4F)CC3)cc2NC1=O (stereo not given) | -7 | 2
Cc1cccc(C(=O)NCC(=O)OCC(=O)c2ccc(Br)s2)c1 | -11 | -6
COc1cccc(C(=O)Nc2ccc(N3CCN(Cc4ccccc4)CC3)cc2)c1 | 38 | -2
CN1C(=O)N(C)C2(c3ccccc3)N(C)C(=O)NC12c1ccccc1 (stereo not given) | 4 | -2
CC1CN(CCCCSc2ccccc2)CC(C)O1 (stereo not given) | -3 | 6
Cc1ccc([N+](=O)[O-])cc1N1C(=O)CS/C1=N\NC(=O)c1cccnc1 | -9 | -7
O=C(NCC(=O)N1CCN(c2ncccn2)CC1)c1ccc(F)cc1 | -10 | -6
Cc1ccc2c(c1)c(-c1ccccc1)nc1nnnn12 | 12 | -2
COCCCn1cnnc1SC(C)C(=O)Nc1ccc(S(=O)(=O)N2CCOCC2)cc1 (stereo not given) | -16 | 3
COc1ccc(NC(=O)C[C@H]2C(=O)N(c3ccc(Br)cc3)C[C@@H]2c2ccc(OC)cc2)cc1 | 3 | 4
CN(C)CCCNC(=O)c1ccc(Cl)c(S(=O)(=O)N2CCCCCC2)c1 | 2 | 4
CO/N=C(\C(=O)N[C@@H]1C(=O)N2C(C(=O)O)=C(COC(C)=O)CS[C@H]12)c1csc(N)n1 (stereo in doubt) | 2&-1&9 | 0&4&-1
OC(COc1ccc2c(c1)OCO2)CN1CCCC1 (stereo not given) | 7 | -9
CC(NC(=S)NCCCN1CCOCC1)C1CC2CCC1C2 (stereo not given) | -42 | 0
COc1ccc(NC(=O)Cc2ccccc2)cc1 | -8 | 1
COc1ccc(OC)c(-c2csc(N(C)C(=O)Cc3ccccc3)n2)c1 | -7 | 12
CCN(CC)C(=O)c1cnn(-c2ccccc2)c1NC(=O)c1cccc(F)c1 | 4 | 2
CC(=O)N1CCN(CC(=O)Nc2ccc([N+](=O)[O-])cc2Br)CC1 | -2 | -9
CCc1cc2c(SCC(=O)Nc3ccc(Cl)cn3)ncnc2s1 | 0 | -6
CC(=O)Nc1cc2c(=O)n(Cc3ccccc3)c(C)nc2cc1N1CCOCC1 | -27 | 5
Cc1ccc2cccc(OC(=O)c3ccc4c(c3)OCCO4)c2n1 | -20 | 18
CCOc1ccc(CCNC(=O)c2cc(=O)[nH]c3ccc(S(=O)(=O)N(CC)CC)cc23)cc1OCC | 28 | -29
CC(C)CN(Cc1cc(=O)oc2cc3c(cc12)CCCC3)CC(C)C | -29 | 3
CCN(C(=O)COC(=O)CCOc1ccccc1C)c1c(N)n(Cc2ccccc2)c(=O)[nH]c1=O | -8 | -5
Cc1ccc(Cl)cc1N1CCN(C(=O)C2CCN(S(C)(=O)=O)CC2)CC1 | 30 | -3
Cc1ccc2cc(CCNC(=O)C(C)C)c(=O)[nH]c2c1 | 2 | -16
Cc1nc2ncnn2c(C)c1CCC(=O)Nc1ccc(S(=O)(=O)N2CCCCCC2)cc1 | -15 | -7
O=C(O)CSCC(=O)N1CCCN(c2nc3ccc(Cl)cc3s2)CC1 | 3 | 4
CCn1c(C)nc2c(C)[n+](CC(=O)c3ccc(Br)cc3)ccc21 | 14 | -4
CC(C)C(=O)Nc1oc(-c2ccccc2)cc1C#N | 16 | -12
COc1ccc([N+](=O)[O-])cc1NCc1c(F)cccc1F | 6 | -5
Cc1cc(-c2nnc(CSc3nnc(NC(=O)c4ccc(C(C)(C)C)cc4)s3)o2)ccc1[N+](=O)[O-] | 15 | -7
CCOc1ccc(NC(=O)c2ccc(CN3CCc4ccccc4C3)cc2)cc1 | -19 | -6
CCOC(=O)C(CN1CCCC1)c1ccccc1 (stereo not given) | 2 | 5
C[C@@H]1CC[C@@]2(O[C@@H](CCO)C[C@@H](O)[C@@H]2O)O1 | 10 | 3
CC(C)CN(C(=O)CSc1nc2ccccc2[nH]1)C1CCS(=O)(=O)C1 (stereo not given) | 17 | 3
Cc1ccccc1OCCC(=O)Nc1cc(S(=O)(=O)N2CCOCC2)ccc1OC(C)C | -6 | -4
CC1C(=O)N2CCCc3cc(NS(=O)(=O)c4ccc(F)cc4)cc1c32 (stereo not given) | 0 | 6
CCC(C)(C)n1nnnc1CN1CCC(O)(c2cccc(C(F)(F)F)c2)CC1 | -4 | 3
COc1ccc(-c2cccc(-c3cc(=O)oc4cc(OC)cc(OC)c34)c2)cc1 | -21 | -17
O=C(CSc1nnc(-c2cnccn2)n1Cc1ccco1)c1ccc(Cl)cc1 | -24 | 10
Cc1ccnc2c1NC(=O)c1cccnc1N2C1CC1 | 6 | -15
CCOc1ccccc1-c1cc(C(=O)N2CCOCC2)c2ccccc2n1 | 4 | 3
CC1CC=C2C(C#N)=C(N)C(C#N)(C#N)C(c3cccs3)C2C1 (stereo not given) | 3 | 3

Entries from the list above with bromine (5):
compound | H9c2 TAG inh | H9c2 TAG inh DAPI viability
CCNC(=O)N1C[C@H]2CON(C)[C@H]2C[C@H]1c1ccccc1Br | 11 | -6
Cc1cccc(C(=O)NCC(=O)OCC(=O)c2ccc(Br)s2)c1 | -11 | -6
COc1ccc(NC(=O)C[C@H]2C(=O)N(c3ccc(Br)cc3)C[C@@H]2c2ccc(OC)cc2)cc1 | 3 | 4
CC(=O)N1CCN(CC(=O)Nc2ccc([N+](=O)[O-])cc2Br)CC1 | -2 | -9
CCn1c(C)nc2c(C)[n+](CC(=O)c3ccc(Br)cc3)ccc21 | 14 | -4

A different layout for part of the listing above:
Below each SMILES: H9c2 TAG inh, H9c2 TAG inh DAPI viability
CN(Cc1ccccc1F)C(=O)CN1C(=O)NC2(CCc3ccccc32)C1=O (stereo not given)
 : 30, -10
COc1ccc(NC(=O)C[C@H]2C(=O)N(c3ccc(Br)cc3)C[C@@H]2c2ccc(OC)cc2)cc1
 : 3, 4
COc1ccc(CNC(=O)c2ccc(NS(=O)(=O)c3c(C)noc3C)cc2)cc1
 : 13, -11
C[C@@H]1CC[C@@]2(O[C@@H](CCO)C[C@@H](O)[C@@H]2O)O1
 : 10, 3
CC1C(=O)N2CCCc3cc(NS(=O)(=O)c4ccc(F)cc4)cc1c32 (stereo not given)
 : 0, 6

(list continues)
compound | H9c2 TAG inh | H9c2 TAG inh DAPI viability
Cc1ccc(S(=O)(=O)N(C)c2ccc(OCC(=O)N3CCCC(C(F)(F)F)C3)cc2)cc1 (stereo not given) | -51 | -1
Cn1c(=O)[nH]c(=O)c2c1nc(SCCCO)n2CCCc1ccccc1 | -15 | -2
CCn1c2ccccc2c2cc(NC(=O)c3ccc(Br)o3)ccc21 | -48 | 10
O=C(CN1CCN(C(=O)C2CC2)CC1)Nc1cc(C(F)(F)F)cc(C(F)(F)F)c1 | 23 | 4
CC1C(c2ccccc2)OCCN1C(=S)NC(=O)c1ccccc1 (stereo not given) | -3 | 8
CCCC(C)(C)C(=O)N1CCC1(C)C(=O)Nc1ccc2c(c1)OCCO2 (stereo not given) | 12 | -5
Cc1cc(C)c(C#N)c(N2CCOCC2)n1 | 6 | 4
O=S(=O)(c1cccs1)N1CCCc2cccc(O)c21 | -9 | -1
CCn1cc([N+](=O)[O-])c(C(=O)N2CCOCC2)n1 | -16 | 16
COc1ccc(-c2coc3c(C(=O)NCc4cccs4)cccc23)c(C)c1 | -17 | 10
CCOC(=O)c1cc(NCc2cccs2)ccc1N1CCOCC1 | -16 | -1
Cc1ccccc1OCC(=O)OC(C)C(=O)NC1CCCC1 (stereo not given) | 3 | 10
CC1c2ccccc2N(NC(=O)Cc2ccccc2)C1C (stereo not given) | 1 | 1
CC(C)C(=O)N1CCN(c2ccccc2NC(=S)NC(=O)/C=C/c2ccco2)CC1 | -11 | 3
COc1cccc(OC)c1C(=O)NCCOc1cc(C)cc(C)c1 | 14 | -9
Cc1cccc(NC(=O)Cc2c(F)cccc2Cl)n1 | 3 | -2
CCN(CC)c1nc2c(s1)C(=O)CC(C)(C)C2 | 24 | -12
CC(C)CN(C(=O)CSc1nncn1C)C1CCS(=O)(=O)C1 (stereo not given) | 14 | -5
O=C(COc1ccc2oc3c(c2c1)CCCC3)Nc1ccccn1 | -2 | -3
O=C1OC(c2ccc(F)cc2)=N/C1=C\c1ccc(Br)o1 | 4 | 5
Fc1ccc(NCc2cn3ccccc3n2)cc1 | -4 | 12
O=C(NCc1ccccn1)C1CCC(=O)N1C1CCCC1 (stereo not given) | -14 | 1
COCCN1C(=O)N[C@@H](c2ccccc2)[C@H](C(C)=O)[C@H]1C | -14 | 5
Nc1nc(Nc2cccc(C(F)(F)F)c2)nc(C(F)(F)F)n1 | 6 | -10
N#Cc1ccccc1Cn1c(=O)n(Cc2ccc(C(=O)NCc3ccco3)cc2)c(=O)c2ccccc21 | 7 | -3
O=[N+]([O-])c1ccc(N(CCO)Cc2ccccc2)c([N+](=O)[O-])c1 | -9 | -3
CCOC(=O)C1(Cc2ccccc2C(F)(F)F)CCN(C2CCC2)CC1 | 0 | 2
COC(=O)[C@]1(Cc2ccccc2)N[C@H](CN(C)C(=O)Nc2ccccc2)[C@@H]2C(=O)N(Cc3ccccc3)C(=O)[C@@H]21 | -4 | -1
CC(OC(=O)C1CC(=O)N(Cc2ccccc2)C1)C(=O)Nc1ccccc1[N+](=O)[O-] (stereo not given) | -2 | -4
Cc1ccc(C)c(N2N=C(C(=O)NCCN3C(=O)S/C(=C\c4cccnc4)C3=O)CCC2=O)c1 | -5 | 26
S=C(NC1CCCCC1)N1CCOCCOCCN(C(=S)NC2CCCCC2)CCOCCOCC1 | 8 | -4
Cc1cc(C(=O)N/N=C/C=C/c2cccc([N+](=O)[O-])c2)n[nH]1 | 16 | -7
CCCS(=O)(=O)NC(=O)C1(C)CCN(C(=O)c2oc3ccccc3c2C)C1 (stereo not given) | 3 | 1
COc1cc(CC(=O)Nc2ccc3nc(SC)sc3c2)cc(OC)c1OC | -9 | 11
Cc1cccc(-n2ncc3c(N4CCC(C)CC4)ncnc32)c1 | 0 | -5
O=C(c1ccc(Br)o1)N(Cc1ccccc1)Cc1ccccc1 | -11 | 3
CC(C)CNC(=O)COC(=O)c1ccccc1OCC(=O)Nc1ccc(Br)cc1 | -5 | 7
Cc1ccc(OCC(=O)c2c(O)c3ccccc3oc2=O)cc1C | -19 | -4
CCOC(=O)N1CCN(C(=O)CSc2nnc(-c3cc(OC)ccc3OC)o2)CC1 | 11 | -3
COc1cccc(NS(=O)(=O)c2ccc3c(c2)CC(=O)N3)c1 | 3 | -1
COc1cccc(N2CCN(CC(=O)NC(=O)NCc3ccco3)CC2)c1 | 1 | -7
O=C(N/N=C/c1ccc(OC(F)F)cc1OC(F)F)c1cccc(S(=O)(=O)N2CCOCC2)c1 | 6 | -3
COc1ccc(N2CCOCC2)c(NC(=O)COc2cccc(C)c2C)c1 | 1 | -1
COc1ccc(S(=O)(=O)N2CCOCC2)cc1NC(=O)CN1CCCc2ccccc21 | -1 | -6
O=C(NCCC1CCCCN1S(=O)(=O)c1cccs1)C(=O)NCc1ccccc1 (stereo not given) | 8 | -4

An excerpt from above in order of count of non-hydrogen atoms, low to high:
compound | H9c2 TAG inh | H9c2 TAG inh DAPI viability
COc1cccc(N2CCN(CC(=O)NC(=O)NCc3ccco3)CC2)c1 | 1 | -7
CC(C)CNC(=O)COC(=O)c1ccccc1OCC(=O)Nc1ccc(Br)cc1 | -5 | 7
CCOC(=O)N1CCN(C(=O)CSc2nnc(-c3cc(OC)ccc3OC)o2)CC1 | 11 | -3
COc1ccc(S(=O)(=O)N2CCOCC2)cc1NC(=O)CN1CCCc2ccccc21 | -1 | -6

The results go on.
compound | H9c2 TAG inh | H9c2 TAG inh DAPI viability
NS(=O)(=O)c1cc(C(=O)OCCNC(=O)c2ccccc2)c(Cl)cc1Cl | 7 | 0
COC(=O)[C@]1(CC(C)C)N[C@H](c2ccc(-c3ccc4c(c3)OCO4)cc2)[C@@H]2C(=O)N(C)C(=O)[C@@H]21 | 37 | 0
O=C(NCc1ccco1)c1ccc(NS(=O)(=O)c2cccc(F)c2)cc1 | -13 | 6
O=C(NN1CCOCC1)c1cc(S(=O)(=O)Nc2cccc(C(F)(F)F)c2)ccc1Cl | 14 | -5
C=CCC[C@@H](Cc1ccc(F)cc1)C(=O)O[C@H](CNC(=O)[C@@H](CC=C)CC(=O)N[C@H](CO)Cc1ccccc1)c1ccccc1 | 20 | -5

From PubChem BioAssay
